Bioassay records: PubChem, several laboratories
MEP2-GFP yeast – modulators of MEP2-GFP levels in yeast, primary screen, S. cerevisiae, multiplex flow cytometry, MLPCN library | 0.51% of 330,000 active | S. cerevisiae MEP2-GFP strain, 3 h; 100% = DMSO control level | AID 2016, 2009 | GFP response vs DMSO, % at 10 µM;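 active = GFP response versus DMSO above a set limit, roughly screen mean plus 3 SD, cut at about 180% in these data; inconclusive = fewer than 70 cells counted for a yeast strain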;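 note: median GFP fluorescence of the barcode-gated MEP2-GFP cells per well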
AHR activator – AHR activators, primary screen, cell-based, luminescence, luciferase reporter, human; AHR-responsive luciferase reporter cells; activation, % at 5 µM; 2.5% of 320,000 active; AID 2796, 2010; in the data active = activation above about 47%;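 note: 0% = vehicle wells and 100% = reference agonist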
Target sequence (P35869 whole entry, looked up): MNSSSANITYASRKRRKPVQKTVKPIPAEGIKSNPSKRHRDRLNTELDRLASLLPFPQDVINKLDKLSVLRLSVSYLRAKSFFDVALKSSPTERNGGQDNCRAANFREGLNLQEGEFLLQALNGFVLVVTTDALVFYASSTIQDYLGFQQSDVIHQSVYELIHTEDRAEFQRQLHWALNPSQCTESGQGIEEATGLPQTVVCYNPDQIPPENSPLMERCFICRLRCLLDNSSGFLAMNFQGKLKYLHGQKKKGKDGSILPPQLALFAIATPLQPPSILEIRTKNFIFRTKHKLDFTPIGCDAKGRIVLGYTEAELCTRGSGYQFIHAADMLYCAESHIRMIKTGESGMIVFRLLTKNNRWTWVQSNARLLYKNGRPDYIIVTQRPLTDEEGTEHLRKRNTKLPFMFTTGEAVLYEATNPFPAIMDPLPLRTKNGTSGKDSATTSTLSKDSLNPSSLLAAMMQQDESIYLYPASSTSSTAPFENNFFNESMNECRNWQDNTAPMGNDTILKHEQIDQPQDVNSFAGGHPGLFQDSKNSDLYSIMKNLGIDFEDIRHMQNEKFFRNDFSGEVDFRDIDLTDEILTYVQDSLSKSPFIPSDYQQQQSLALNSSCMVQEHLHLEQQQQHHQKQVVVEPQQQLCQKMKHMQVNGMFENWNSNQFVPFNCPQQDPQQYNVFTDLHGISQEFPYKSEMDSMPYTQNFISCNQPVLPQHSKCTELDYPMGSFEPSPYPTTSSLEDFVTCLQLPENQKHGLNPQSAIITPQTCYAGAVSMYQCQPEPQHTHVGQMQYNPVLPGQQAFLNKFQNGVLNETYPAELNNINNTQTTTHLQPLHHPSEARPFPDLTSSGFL
proCasp7 act – procaspase-7 activators, primary screen, counter-screen for procaspase-3 activator project, biochemical, absorbance, HTS, human; recombinant procaspase-7, Ac-DEVD-pNA absorbance 405 nm; D23A/D198A/D206A triple mutant, cannot self-cleave; scale: DMSO 0, 5 µM enzyme 100; activation, % at 8.5 µM; 0.093% of 330,000 active; AID 463210, 2010;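 active = percent activation above the screen-wide mean plus 3 SD, cut at about 25% in these data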
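Test system: Procaspase-7 triple mutant (PC-7 D3A). Also added: Ac-DEVD-pNA substrate, 400 µM as added. Schedule: 1 h enzyme–compound preincubation and 2 h substrate reaction, both 25 °C. Signal: p-Nitroaniline absorbance at 405 nm, read at 0 and 120 min. Control set: low DMSO alone, high DMSO plus 5 µM PC-7.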
RPL19A-GFP yeast – RPL19A-GFP expression modulators in yeast, primary screen, cell-based, S. cerevisiae, multiplex flow cytometry, MLPCN; percent response vs DMSO, % at 10 µM; AID 2025, 2009; 0.3% of 330,000 active; S. cerevisiae RPL19A-GFP strain, 3 h; hits give low values;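 active = percent response vs DMSO below 50%; inconclusive = fewer than 70 events counted for the yeast strain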;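 note: median channel GFP fluorescence of the barcoded RPL19A-GFP strain; ratio of sample median GFP to plate DMSO average so 100% = DMSO; lower means less RPL19A-GFP as with rapamycin TOR inhibition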
AGP1 TOR yeast – modulators of AGP1-GFP expression in yeast TOR pathway, primary screen, cell-based, multiplex flow cytometry, S. cerevisiae, MLPCN library; 3 h; GFP as percent of DMSO wells; GFP response vs DMSO, % at 10 µM; 0.02% of 320,000 active;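 active = GFP response relative to DMSO above a set limit, near screen average plus 3 SD, cut at about 150% in these data; inconclusive = fewer than 70 cells counted for the yeast strain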;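 note: median GFP channel fluorescence of the gated AGP1 strain per well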
CIT2 TOR yeast – modulators of CIT2-GFP expression in yeast, primary screen, S. cerevisiae, GFP fusion, multiplex flow cytometry, MLPCN library | S. cerevisiae CIT2-GFP strain, 3 h; 100 means same as DMSO wells | GFP response vs DMSO, % at 10 µM | 0.065% of 320,000 active | AID 2029, 2009;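 active = GFP response relative to DMSO above a set limit, near the screen mean plus 3 SD, cut at about 150% in these data; inconclusive = Fewer than 70 cells measured for a yeast strain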;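 note: ratio of well median GFP fluorescence to mean of DMSO wells on the plate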
proCasp3 act – activators of human procaspase-3 D3A mutant, primary screen, biochemical, absorbance, PC-3 D3A mutant, single concentration | Caspase-3 (Homo sapiens), P42574 | AID 463141, 2010 | recombinant procaspase-3 D3A, Ac-DEVD-pNA absorbance 405 nm | 0.11% of 330,000 active | activation, % at 8.5 µM;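 active = activation above the mean of all tested compounds plus 3 SD, cut at about 21% in these data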;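 note: 0% = DMSO alone and 100% = DMSO wells spiked with extra 5 µM PC-3 D3A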
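Assay system – Procaspase-3 D3A mutant, all three cleavage aspartates alanine · Controls – DMSO-only low control, 5 µM PC-3 D3A high control · Schedule – 1 h compound preincubation, 2 h substrate hydrolysis at 25 °C · Signal – 405 nm absorbance of p-nitroaniline, reads at 0 and 120 min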
LAP4-GFP MLPCN – modulators of LAP4-GFP expression in yeast, primary screen, S. cerevisiae, multiplex flow cytometry, MLPCN library | 3 h; median GFP as percent of DMSO wells | 0.34% of 320,000 active | GFP response vs DMSO, % at 10 µM;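 active = GFP response vs DMSO above a set limit, about the screen mean plus 3 SD, cut at about 150% in these data; inconclusive = under 70 cell events counted for the yeast strain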
Active calls of the source: *; ? = inconclusive; nt = no result given; [ ] = remark or other dose.

Compound | MEP2-GFP yeast | AHR activator | proCasp7 act | RPL19A-GFP yeast | AGP1 TOR yeast | CIT2 TOR yeast | proCasp3 act | LAP4-GFP MLPCN
O=C(NCCOc1ccc(F)cc1)C1CCC(=O)N(CC2CCCCC2)C1 (configuration not stated) | 103 | 1 | -5 | 98 | 100 | 101 | 7 | 94
CC(OC(=O)Cc1c[nH]c2ccccc12)C(=O)Nc1ccc(S(N)(=O)=O)cc1 (configuration not stated) | 103 | 10 | 3 | 101 | 108 | 105 | -11 | 104
CCOC(=O)C1(Cc2ccccc2)CCCN(S(=O)(=O)N(C)C)C1 (configuration not stated) | 115 | -1 | -4 | 103 | 98 | 109 | 12 | 100
COc1ccc(-n2c(SCC(=O)N3CCOCC3)nc(O)cc2=O)cc1 | 89[may fluoresce red] | nt | nt | ? | ? | 104[may fluoresce red] | nt | 62[may fluoresce red]
COc1ccc(CCNC(=O)c2oc3ccccc3c2C)cc1 | 110 | 2 | 3 | 109 | 101 | 93 | -3 | 113
COc1ccc(N2C(=O)C3C(c4ccc(C(=O)O)cc4)NC(Cc4ccccc4)(C(=O)O)C3C2=O)c([N+](=O)[O-])c1 (configuration not stated) | 103 | -1 | 10 | 101 | 104 | 101 | 3 | 93
NC(=O)CSc1nnc2ccc(-c3ccc(Cl)cc3)nn12 | 101 | 12 | 5 | 102 | 101 | 96 | 4 | 119
CCSc1nnc(NC(=O)CSc2nnc(Cc3cccn3C)n2-c2ccc(C)cc2)s1 | 120 | 0 | -13 | 104 | 111 | 115 | 0 | 112
Cc1cc(C)nc(OC(C(=O)O)C(OCCC(C)C)(c2ccccc2)c2ccccc2)n1 (configuration not stated) | 107 | 2 | 13 | 96 | 88 | 89 | 6 | 89
O=C(/C=C/c1ccc(Cl)cc1Cl)NCCN1CCOCC1 | 105 | 17 | 2 | 102 | 104 | 112 | -1 | 103

Compound | MEP2-GFP yeast | AHR activator | proCasp7 act | RPL19A-GFP yeast | AGP1 TOR yeast | CIT2 TOR yeast | proCasp3 act | LAP4-GFP MLPCN
CC1(C)CC(=O)C(C(O)c2cccc([N+](=O)[O-])c2)C(C)(C)N1 (configuration not stated) | 92 | 1 | 10 | 99 | 96 | 110 | 1 | 87
Cc1cc(-c2ccccc2)[nH]c(=O)c1S(=O)(=O)c1ccc(Cl)cc1 | 101 | 0 | 6 | 96 | 105 | 101 | 5 | 104
COCCn1nnnc1SCC(=O)N1CCCCC1 | 99 | 7 | -9 | 100 | 94 | 81 | -10 | 89
Cc1[nH]c(=O)c(C#N)c(C)c1Cl | 94 | 1 | 2 | 98 | 96 | 95 | -4 | 97
COc1ccc(NC(=O)c2ccc(NC(=O)CN3CCC(C(N)=O)CC3)cc2)cc1 | 100 | -2 | 1 | 101 | 102 | 99 | 1 | 100
Cc1ccc(S(=O)(=O)N(C)c2ccc(C(=O)Nc3ccccc3C(=O)N3CCOCC3)cc2)cc1 | 105 | 5 | 4 | 114 | 111 | 114 | -7 | 96
Cc1nc2ccccc2nc(C)c1=NOCc1cccc(F)c1 | 101 | 10 | 6 | 101 | 101 | 106 | -6 | 114
CCOC(=O)c1[nH]c2ccc(OC)cc2c1NC(=O)CCN1CCc2ccccc2C1 | 105 | 14 | -3 | 99 | 103 | 100 | 3 | 104
COC(=O)c1c(NC(C)=O)sc2c1CCN(Cc1ccccc1)C2 | 97 | 3 | -6 | 101 | 107 | 115 | -2 | 108
Cc1nc2ccc(S(=O)(=O)NCC(=O)N3CCCC(C)C3)cc2s1 (configuration not stated) | 100 | -2 | -2 | 100 | 99 | 102 | 1 | 103

Compound | MEP2-GFP yeast | AHR activator | proCasp7 act | RPL19A-GFP yeast | AGP1 TOR yeast | CIT2 TOR yeast | proCasp3 act | LAP4-GFP MLPCN
CC(NC(=O)c1ccco1)C(=O)OCc1cccc(Cl)c1 (configuration not stated) | 108 | 0 | -17 | 103 | 102 | 93 | -10 | 112
Cc1ccc(S(=O)(=O)N2CCCCC2)cc1NC(=O)COC(=O)C1=COCCO1 | 98 | 2 | -7 | 96 | 98 | 104 | 4 | 99
Cc1ccc(C)c(N(CC(=O)NC2CCCC2)C(=O)CCC(=O)Nc2cc(C)on2)c1 | 86 | 3 | 0 | 88 | 84 | 109 | -3 | 86
COc1ccc(Nc2nc(Cl)nc(N3CCN(c4ccc(OC)cc4)CC3)n2)cc1 | 98 | 1 | -4 | 93 | 95 | 86 | -8 | 89
Cc1cccc(S(=O)(=O)N/N=c2\sc3ccccc3n2C)c1 | 98 | 66* | 4 | 100 | 104 | 107 | 9 | 96
COc1ccc(OC)c(S(=O)(=O)N/N=C(/C)c2ccc3c(c2)OCO3)c1 | 95 | nt | nt | 119 | 107 | 83 | nt | 75
CC(C)C(=O)NCC(c1ccc2c(c1)OCO2)N1CCOCC1 (configuration not stated) | 105 | 2 | 3 | 100 | 106 | 112 | 1 | 107
O=c1cc(CSc2ccccn2)[nH]c(=O)[nH]1 | 110 | 11 | 2 | 101 | 109 | 109 | 16 | 113
O=C(CCn1c(=O)oc2ccccc21)Nc1nc2ccccc2s1 | 99 | 104* | 5 | 102 | 91 | 94 | 2 | 111
CCc1ccccc1NC(=O)C1CCN(C(=O)c2ccc([N+](=O)[O-])cc2)CC1 | 105 | 2 | 1 | 107 | 98 | 103 | -11 | 89

Compound | MEP2-GFP yeast | AHR activator | proCasp7 act | RPL19A-GFP yeast | AGP1 TOR yeast | CIT2 TOR yeast | proCasp3 act | LAP4-GFP MLPCN
Cc1c(C2=CCN(S(=O)(=O)c3ccc(Cl)cc3)CC2)c2ccccc2n1C | 104 | 14 | -6 | 99 | 100 | 99 | 5 | 97
COc1ccc(COC(=O)NNC(=O)c2ccc(OC)cc2)cc1 | 107 | 1 | -1 | 103 | 110 | 111 | -15 | 107
Cc1ccc(-c2cc(C(F)F)n3ncc(C(=O)Nc4c(C)nn(Cc5ccccc5Cl)c4C)c3n2)cc1 | 104 | -2 | -14 | 97 | 103 | 93 | 6 | 105
Cc1c(C(=O)Nc2nnc(SCc3ccccc3Cl)s2)cccc1[N+](=O)[O-] | 82 | -4 | 5 | 94 | 90 | 78 | 1 | 92
CCCN(CC1CC1)C(=O)COC(=O)c1ccc2c(c1)C(=O)N(c1ccc(OCC)cc1)C2=O | 98 | 2 | 5 | 101 | 101 | 97 | 3 | 97
CS(=O)(=O)c1ccc(CNC(=O)C2(C(F)(F)F)CC(CCCO)CCCO2)cc1 (configuration not stated) | 91 | 0 | 3 | 102 | 89 | 86 | 1 | 97
COc1cccc(N2CCN(C(=O)CCC(=O)c3ccc(Cl)s3)CC2)c1 | 101 | 0 | 11 | 107 | 108 | 94 | 5 | 112
O=C(Nc1ccccc1N1CCCC1)c1ccc2c(c1)OCO2 | 97 | 10 | -5 | 95 | 94 | 88 | 4 | 99
CN(C)S(=O)(=O)c1ccc(N2CCCC2)c(C(=O)NCC(=O)Nc2ccc(F)c(F)c2)c1 | 105 | 0 | 3 | 100 | 102 | 91 | -2 | 107
O=C(NCCc1ccccc1)c1ccc(NC2=NC3CS(=O)(=O)CC3S2)cc1 (configuration not stated) | 101 | 0 | 8 | 100 | 96 | 95 | 7 | 115

Compound | MEP2-GFP yeast | AHR activator | proCasp7 act | RPL19A-GFP yeast | AGP1 TOR yeast | CIT2 TOR yeast | proCasp3 act | LAP4-GFP MLPCN
CN(c1ccc(C(=O)Nc2cccnc2)cc1)S(=O)(=O)c1ccccc1 | 106 | 30 | 15 | 103 | 98 | 107 | 8 | 97
COc1ccc2c(CC(=O)OCC(=O)Nc3ccccc3[N+](=O)[O-])coc2c1 | 105 | 1 | 7 | 105 | 102 | 93 | 2 | 124
COCCCNC(=S)NNC(=O)c1cc(C2CC2)nc2ccccc12 | 105 | nt | nt | 117 | 93 | 82 | nt | 82
CCOC(=O)[C@H]1[C@H]2COc3cc(OC)ccc3[C@@H]2N2C(=O)CN(Cc3ccco3)C(=O)[C@@]12C | 100 | 0 | -12 | 97 | 102 | 100 | -9 | 102
c1ccc(CN2CCN(c3ncnc4nc[nH]c34)CC2)cc1 | 93 | 2 | 6 | 100 | 100 | 97 | 6 | 90
Cc1cccc(N2CCN(S(=O)(=O)c3ccc4c(c3)NC(=O)CS4)CC2)c1C | 89 | 0 | -1 | 93 | 92 | 98 | 4 | 87
Cn1c(SCC2CCCO2)nnc1-c1ccc([N+](=O)[O-])cc1 (configuration not stated) | 94 | 3 | 1 | 101 | 105 | 99 | -6 | 102
C/C=C(\C)CN1CCN(c2cc(C)ccc2C)CC1 | 100 | 2 | -3 | 97 | 97 | 98 | 7 | 101
O=C(NCc1ccccc1)c1ccc2nc(-c3ccco3)c(-c3ccco3)nc2c1 | 100 | 1 | -17 | 98 | 103 | 100 | -9 | 98
CC1Cc2ccccc2N1Cc1nc2scc(-c3cccs3)c2c(=O)[nH]1 (configuration not stated) | 98 | 12 | 3 | 94 | 100 | 87 | -1 | 111

Compound | MEP2-GFP yeast | AHR activator | proCasp7 act | RPL19A-GFP yeast | AGP1 TOR yeast | CIT2 TOR yeast | proCasp3 act | LAP4-GFP MLPCN
CC(NC(=O)CSc1nnc(CC(=O)Nc2ccc(Cl)c(Cl)c2)n1C)c1ccccc1 (configuration not stated) | 100 | 2 | -2 | 100 | 106 | 102 | 8 | 109
Cc1nc2c(=O)oc3ccccc3c2n1-c1ccccc1 | 98 | -1 | 0 | 103 | 105 | 104 | 5 | 101
CCN(CC(=O)Nc1ccc2c(c1)CCC2)Cc1nc2ccccc2c(=O)[nH]1 | 109 | 7 | 16 | 102 | 108 | 109 | 2 | 100
CC(C)(C)C(=O)NC1CCN(CC(=O)Nc2ccc3c(c2)OCO3)CC1 | 106 | 0 | 11 | 103 | 94 | 116 | 2 | 89
O=C(NCC1CC1)C1(C(F)(F)F)C/C(=C\Cc2ccccc2)CCCO1 (configuration not stated) | 92 | 3 | -3 | 95 | 95 | 94 | 3 | 96
CCN(CC(=O)Nc1cccc(OC)c1)C(=O)c1cccc(S(=O)(=O)N2CCc3ccccc32)c1 | 101 | 15 | -2 | 97 | 101 | 96 | 1 | 104
CCOc1cccc2sc(N(CCN(CC)CC)C(=O)c3ccc(S(=O)(=O)N4CCCC4)cc3)nc12 | 97 | 4 | -1 | 92 | 111 | 98 | 4 | 115
Nc1c(NCCc2ccccc2)c2ccccc2oc1=O | 97 | 68* | -4 | 96 | 87 | 94 | -6 | 106
